Screens (PubChem)
RXFP1 antagonist: antagonists of human relaxin receptor RXFP1; Q9HBX9; HEK293-RXFP1, relaxin-stimulated cAMP HTRF, 30 min; active compounds read low; activity change, negative = inhibition, % at 57.5 µM; 0.59% of 350,000 active; AID 1259400;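 active means activity change of -60% or lower, but not beyond a set lower limit; inconclusive means change between -60% and -40%, or beyond the set limit; inactive means change above -40%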; further: on the % scale 0 is the no-effect control and ±100 the full control effect
D1 PAM: human D1 dopamine receptor positive modulation; P21728; HEK293 TREx D1 cells, calcium flux, dopamine EC20 potentiation; potentiation, % at 10 µM; 0.036% of 360,000 active; AID 504651; in the data active means potentiation above about 30%; further: 0% is about no effect
D2 antag: antagonizes the human D2 dopamine receptor; HEK293 TREx D2 cells, calcium flux, dopamine EC80; inhibition, % at 10 µM; 2% of 340,000 active; P14416; in the data active means inhibition above about 30%; further: 0% is about no effect
Target sequence (P14416 whole entry, looked up): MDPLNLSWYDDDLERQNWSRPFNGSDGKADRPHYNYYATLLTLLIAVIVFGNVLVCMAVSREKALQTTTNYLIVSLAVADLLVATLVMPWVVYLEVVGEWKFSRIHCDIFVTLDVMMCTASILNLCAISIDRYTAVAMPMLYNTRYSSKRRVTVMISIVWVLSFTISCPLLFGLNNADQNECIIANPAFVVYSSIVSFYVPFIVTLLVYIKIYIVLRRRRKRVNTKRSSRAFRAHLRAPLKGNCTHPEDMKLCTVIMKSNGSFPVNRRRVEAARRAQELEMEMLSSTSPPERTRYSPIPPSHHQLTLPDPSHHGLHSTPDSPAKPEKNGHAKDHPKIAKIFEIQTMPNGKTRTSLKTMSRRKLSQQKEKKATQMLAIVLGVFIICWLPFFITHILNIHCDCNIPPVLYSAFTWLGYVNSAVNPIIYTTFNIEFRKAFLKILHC
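Overnight-induced (tetracycline, 30 C) HEK293 T-REx cells carrying force-coupled D2 receive a no-wash calcium dye, then compound, then EC80 dopamine at 180 s; signals are read kinetically throughout.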
D2 potentiator: D2 dopamine receptor (human) potentiation. P14416. HEK293 T-REx D2, calcium flux, EC20 dopamine potentiation. potentiation, % at 10 µM. 0.34% of 340,000 active. AID 485347;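 active means potentiation over 3 SD above the plate norm, cut at about 30% in these data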; further: 0% is about no effect
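Tetracycline-induced Hek293 Trex D2 cells, force-coupled to calcium, loaded with no-wash calcium dye. Compound added with 180 s kinetic read for agonism, then EC20 dopamine and a further 180 s read for potentiation.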
TRHR ag: activates the human TRH receptor. P34981. TRHR cells, calcium flux fluo-8, FDSS agonist mode. activation, % at 2 µM. 0.18% of 360,000 active. AID 493084; further: 0% is about no effect
Target sequence (P34981 whole entry, looked up): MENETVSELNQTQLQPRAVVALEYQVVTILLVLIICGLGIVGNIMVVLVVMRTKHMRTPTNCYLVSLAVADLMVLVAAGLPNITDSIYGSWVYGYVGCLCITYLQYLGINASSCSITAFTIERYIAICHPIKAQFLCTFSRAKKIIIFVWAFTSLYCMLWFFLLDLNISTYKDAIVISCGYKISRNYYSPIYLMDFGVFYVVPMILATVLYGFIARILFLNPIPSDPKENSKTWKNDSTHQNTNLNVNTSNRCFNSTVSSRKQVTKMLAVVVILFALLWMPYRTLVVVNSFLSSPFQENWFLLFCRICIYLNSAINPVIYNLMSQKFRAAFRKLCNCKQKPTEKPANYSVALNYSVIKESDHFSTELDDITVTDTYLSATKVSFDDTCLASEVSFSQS
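Fluo-8-loaded TRHR cells; 10 s baseline, compound added, kinetic Ca2+ fluorescence read 1/s, agonist mode.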
D2 agonist: D2 dopamine receptor (human) agonism; P14416; HEK293 T-REx D2 cells, calcium flux agonist mode; activation, % at 2 µM; 0.53% of 340,000 active; AID 485358;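 active means activation over 3 SD above normal in the single-dose calcium agonist read, cut at about 30% in these data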; further: 0% is about no effect
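Tetracycline-induced HEK293 Trex cells with D2 receptor force-coupled to calcium signaling, plated overnight at 30 C and loaded with no-wash calcium dye. Calcium flux read kinetically for 180 s after compound addition; responses flag agonists.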
D1 antagonist: human D1 dopamine receptor antagonism. P21728. HEK293 TREx D1 cells, calcium flux, dopamine EC80; active compounds read low. activity change, negative = inhibition, % at 10 µM. 3.2% of 360,000 active; in the data active means activity change below about -30%; further: on the % scale 0 is the no-effect control and ±100 the full control effect
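Inducible Hek293 Trex D1 cells (tetracycline, overnight, 30 C). Calcium dye 30–90 min RT. Antagonist mode: EC80 dopamine added after 180 s compound read.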
D1 ag: agonists of human D1 dopamine receptor; P21728; HEK293 T-REx D1 cells, calcium flux, agonist mode; activation, % at 2 µM; 1% of 360,000 active; AID 504660; further: 0% is about no effect
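Tetracycline-induced HEK293 TREx D1 cells, force-coupled to calcium signalling, were dye-loaded with a no-wash calcium kit. Compound was pin-added after a 10 s baseline. Fluorescence was read kinetically at 1 cycle/s for 180 s, with calcium rises flagged as agonism.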
TRHR enhancer: allosteric enhancers of human TRH receptor; enhancement, % at 2 µM; P34981; AID 493056; TRHR cells, fluo-8 calcium fluorescence, EC20 TRH enhancement; 0.66% of 360,000 active; in the data active means enhancement above about 30%; further: 0% is about no effect
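TRHR-expressing cells loaded with fluo-8 calcium dye were read kinetically (ex 480/em 530) during compound addition, then stimulated with an EC20 of TRH (10 nM final). Enhancement of the Gq-mediated intracellular calcium response was scored.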
Numbers without * were called inactive; ? = inconclusive; · = not tested or not shown. Unless noted, no stated cut-off is given here; in the data, active means activation above about 30%; inactive means the rest.

SMILES	RXFP1 antagonist	D1 PAM	D2 antag	D2 potentiator	TRHR ag	D2 agonist	D1 antagonist	D1 ag	TRHR enhancer
Cc1ccc(S(=O)(=O)N2CCCOC2CNC(=O)C(=O)NCc2ccccn2)cc1 (configuration not stated)	-10	4	7	9	-0.1	-2.0	-2	3	5
O=C(Nc1ccc(-n2cnnn2)cc1)c1cc(S(=O)(=O)N2CCCC2)ccc1Cl	-11	-5	-7	-4	0.4	-0.2	0	5	0
COCc1nnc(NC(=O)c2ccccc2[N+](=O)[O-])s1	2	1	-9	10	0.1	0.7	2	1	6
COC(=O)COc1ccc(S(=O)(=O)NCc2ccccn2)cc1	-6	-5	30	7	0.3	0.6	-1	0	2
CN(C)CCCN(C(=O)c1ccc(S(=O)(=O)N2CCc3ccccc3C2)cc1)c1nc2c(F)cc(F)cc2s1	6	-2	·	·	0.2	·	8	2	8
O=C(Nc1ccccc1)NC1CCCc2ccccc21 (configuration not stated)	-3	-2	3	3	0.1	0.2	-17	0	-2
Cc1ccc(CN(C(=O)c2ccc(OCC(C)C)cc2)c2ccccn2)o1	·	-1	·	5	2.0	-1.2	-5	18	4
COc1ccc(C(=O)NNC(=O)c2cccc(F)c2)cc1	-10	-4	5	-15	0.2	0.3	3	2	45*
c1ccc(CCc2nc(-c3ccccn3)no2)cc1	2	-6	0	1	0.2	0.3	-20	1	-2
Cc1cccc(/C(N)=N/OC(=O)c2cccc3ccccc23)c1	·	3	2	1	1.6	1.5	14	10	-6
CC1=NN(c2ccc(Cl)cc2)C(=O)C1	-20	3	-32	19	0.8	1.1	18	6	-2
COc1cc(C(=O)Oc2cccc(/C=N/NC(=O)c3cccnc3)c2)cc(OC)c1OC	-5	-3	-20	-5	0.2	0.1	-7	0	21
COc1ccc(C(=O)N2CCOC2CNC(=O)C(=O)NCCc2ccc(OC)c(OC)c2)cc1 (configuration not stated)	8	-1	-4	-1	-0.5	-0.2	-11	0	3
NC(=O)N/N=C/c1cn(-c2ccccc2)nc1-c1cccnc1	2	-2	6	-6	0.9	0.8	-24	0	-2
CCCCN1/C(=C/c2cccc[n+]2C)Sc2cc(NC(C)=O)ccc21	7	2	-17	-2	1.0	0.0	15	4	-8
COC(=O)c1ccc(N2CCOCC2)c(NC(=O)c2cccnc2)c1	-5	-7	-7	-2	0.1	1.1	10	0	2
Cc1ccc(NS(=O)(=O)c2ccc(C(=O)NCc3ccccn3)cc2)cc1	17	-8	5	0	6.5	16	-30	40*	-1
Cc1cc(C)cc(NC(=O)Cn2nnc(C(=O)NCc3cccs3)c2N)c1	-10	-3	-7	2	0.0	-0.4	3	1	1
Cc1cc2c(s1)c1cnn(Cc3c(F)cccc3C(F)(F)F)c(=O)c1n2C	·	-6	·	·	-0.6	·	-1	9	-1
CCCCn1c(CN2C(=O)c3ccccc3C2=O)nc2ccccc2c1=O	-1	2	4	-1	-0.2	0.2	2	0	4
Cc1ccc(C)c(C(=O)CSc2n[nH]c(C)n2)c1	12	6	1	-9	-0.4	0.4	-5	0	-3
O=C(Cc1coc(-c2ccc(F)cc2)n1)NCc1ccccc1	21	-4	19	6	-0.8	-2.0	-2	4	2
C=CCOc1ccc(/C=C/C(=O)OCC(=O)N(C)CC(=O)Nc2ccccc2Cl)cc1	-17	-4	14	5	-0.2	1.3	-2	4	8
CCCc1cc(=O)oc2c(C)c(OCC(=O)Nc3ccc(CN4CCOCC4)cc3)ccc12	6	0	9	-3	-0.2	0.4	8	7	3
CC(C)OC(=O)Cn1c(-c2ccccc2)c(-c2ccccc2)nnc1=O	4	-2	5	10	-0.1	1.1	0	3	-1

Not a retest: an excerpt of the list.
SMILES	RXFP1 antagonist	D1 PAM	D2 antag	D2 potentiator	TRHR ag	D2 agonist	D1 antagonist	D1 ag	TRHR enhancer
CCCc1cc(=O)oc2c(C)c(OCC(=O)Nc3ccc(CN4CCOCC4)cc3)ccc12	6	0	9	-3	-0.2	0.4	8	7	3
CC(C)OC(=O)Cn1c(-c2ccccc2)c(-c2ccccc2)nnc1=O	4	-2	5	10	-0.1	1.1	0	3	-1

An excerpt from above, reduced to TRHR enhancer:
molecule,TRHR enhancer
COC(=O)c1ccc(N2CCOCC2)c(NC(=O)c2cccnc2)c1,2
Cc1ccc(NS(=O)(=O)c2ccc(C(=O)NCc3ccccn3)cc2)cc1,-1
Cc1cc(C)cc(NC(=O)Cn2nnc(C(=O)NCc3cccs3)c2N)c1,1
Cc1cc2c(s1)c1cnn(Cc3c(F)cccc3C(F)(F)F)c(=O)c1n2C,-1
CCCCn1c(CN2C(=O)c3ccccc3C2=O)nc2ccccc2c1=O,4
Cc1ccc(C)c(C(=O)CSc2n[nH]c(C)n2)c1,-3

More entries follow:
SMILES	RXFP1 antagonist	D1 PAM	D2 antag	D2 potentiator	TRHR ag	D2 agonist	D1 antagonist	D1 ag	TRHR enhancer
O=C(O)C1C2C=CC3(CN(Cc4ccccn4)C(=O)C13)O2 (configuration not stated)	-1	-8	29	-6	0.4	-0.6	-5	2	1
CCCc1cc(-c2[nH]ncc2-c2ccc3c(c2)OCCCO3)c(O)cc1OC	·	-1	10	-2	-0.5	0.3	-27	37*	-6
CCN(CC)c1ccc(/C=N/NC(=O)C(O)(c2ccccc2)c2ccccc2)o1	·	-2	-4	4	-0.5	1.1	-9	0	-3
COc1cccc(Nc2nc(-c3cccnc3)cs2)c1	-2	-5	-5	-5	0.5	-2.4	-7	2	-5
CC1=Nc2ccccc2N=C(NC(=O)c2ccccc2)C1c1ccc(Cl)cc1 (configuration not stated)	8	-4	0	5	1.0	-1.0	9	2	-13
COc1cc2c(cc1NC(=O)c1cccnc1)CCCC2	15	-6	24	-9	-0.9	1.7	-9	0	4
CC(Oc1ccccc1)c1ccnn1S(C)(=O)=O (configuration not stated)	7	0	8	2	-0.2	-0.3	-11	3	-1
Cc1ccccc1Cn1c(=O)n(CC2CCC(C(=O)N3CCC(C)CC3)CC2)c(=O)c2sccc21 (configuration not stated)	4	-2	·	·	0.1	1.4	-3	2	11
CCOc1cc(S(=O)(=O)NCCCN2CCOCC2)c(C)cc1C	-5	-7	-14	8	-0.1	1.7	-7	0	0
CC(=O)c1cccc(NC(=O)CN2CCc3cc4c(cc3C2)OCCCO4)c1	·	1	9	-2	-0.4	0.5	1	3	2
CN(C)c1ccc(C(=O)NCC(=O)OC(C(=O)Nc2cc(C(F)(F)F)ccc2Cl)c2ccccc2)cc1 (configuration not stated)	·	-1	·	·	0.1	·	-15	2	-4
COc1ccc2c(c1)-c1c(sn(-c3ccccc3)c1=S)C(C)(C)N2	3	1	-3	6	-0.5	-1.6	6	2	-4
COc1ccc(Cl)cc1NS(=O)(=O)c1cccc(C(=O)NCC2CCCO2)c1 (configuration not stated)	-1	-8	-6	9	0.4	0.6	-6	3	1
O=C(Nc1ccc(N2CCN(C(=O)c3ccco3)CC2)cc1)C(c1ccccc1)c1ccccc1	-15	-6	10	8	-0.6	-0.6	8	1	2
Cc1ccc(SC(C)C(=O)NCC(C)C)cc1 (configuration not stated)	15	2	12	-1	0.0	-0.4	25	5	-2
CCCCN(C(=O)CN1CC(C)OC(C)C1)c1c(N)n(CC(C)C)c(=O)[nH]c1=O (configuration not stated)	-7	0	-16	16	0.8	0.8	4	5	10
COCCn1c(N)c(C(=O)OCc2ccccc2)c2nc3ccccc3nc21	17	-2	·	-2	0.0	·	-6	3	-2
FC(F)(F)c1cc(-c2ccccc2)nc2cc(-c3ccccc3)nn12	·	-2	·	14	1.7	0.6	-3	-1	0
O=C(NCCN1C(=O)S/C(=C\c2cccnc2)C1=O)c1cccc(OC(F)F)c1	-1	4	-11	11	0.0	0.0	-1	3	0
COc1ccc(C(CNC(=O)CCNS(=O)(=O)c2ccc(C)cc2)N2CCOCC2)cc1 (configuration not stated)	-17	7	-14	1	0.1	0.4	4	-1	-2
O=C(Nc1nnc(-c2ccc3c(c2)OCCO3)o1)C1CCCCC1	-14	-4	5	-7	-0.4	0.0	21	2	4
O=C(Nc1ccccc1N1CCOCC1)c1ccccc1NS(=O)(=O)c1ccc(F)cc1	?	-8	9	-15	-0.7	1.6	-87*	2	-1
CCC1CCCCN1CCCNC(=O)Cn1c(=O)c2cccn2c2cccnc21 (configuration not stated)	14	3	9	-16	-0.5	-0.1	8	6	2
COCc1c(C(=O)N2CCN(CCOc3ccccc3)CC2)oc2ccccc12	0	·	77*	-22	0.0	80*	-45*	5	-5
Cc1ccc(Nc2ccc(S(=O)(=O)N3CCOCC3)cc2[N+](=O)[O-])c(C)c1	-5	-4	8	12	0.8	4.4	-25	1	-7

Later entries
SMILES	RXFP1 antagonist	D1 PAM	D2 antag	D2 potentiator	TRHR ag	D2 agonist	D1 antagonist	D1 ag	TRHR enhancer
CN1CCN(C(=O)c2ccc3c(=O)n(Cc4ccco4)c(=S)[nH]c3c2)CC1	6	-3	4	27	3.2	0.2	1	0	-3
CC1CCCCC12NC(=O)N(CC(=O)c1ccc3c(c1)OCO3)C2=O (configuration not stated)	-5	1	-20	5	0.1	-0.7	-26	-1	9
Cc1occc1-c1nnc(SCC(=O)N2CCCCC2)n1C	-5	-2	-5	-1	0.0	0.6	-2	1	-9
Cc1ccccc1NC(=O)Cn1nc(C)c2ccccc2c1=O	7	-1	8	11	1.4	0.5	1	0	0
NC(=O)c1ccsc1NC(=O)C1CCN(S(=O)(=O)c2cccs2)CC1	-17	-6	·	·	0.2	·	-13	5	0
COC(=O)/C=C/C(=O)N1CCN(c2ccccc2C)CC1	·	-10	-9	-16	-0.2	-1.0	1	3	15
Cc1cc(=O)[nH]c(SCc2ccccc2)n1	4	0	0	-1	-0.1	1.8	-20	6	-6
CCOC(=O)N1CCN(C(=O)c2cnsn2)CC1	1	-4	1	1	0.5	-0.5	-15	2	2
O=C(Nc1ccc([N+](=O)[O-])cc1)Nc1ccc2c(c1)OCCO2	-17	-14	·	·	1.5	·	-41*	39*	-8
C=CCNC(=O)c1ccccc1CCc1ccccc1	3	-6	3	-9	-1.2	-0.2	-21	-1	-2
O=C1NC(=Nc2ccccc2)S/C1=C/c1cccnc1	-15	-6	10	-5	-0.4	-0.8	-16	0	-9
CC(=O)N1CCc2cc(CNC(=O)Nc3cc(Cl)ccc3C)ccc21	6	-3	·	5	0.0	-0.7	4	1	0
CCOc1ccccc1NC(=O)CN(c1ccc(OC)cc1)S(=O)(=O)c1c(C)noc1C	-6	-15	-11	6	0.2	1.2	-1	2	3
CCOC(=O)N1CCN(C(=O)C2CCN(S(=O)(=O)c3ccc(Br)s3)CC2)CC1	-5	-2	-28	-7	-0.5	0.7	9	2	-3
Cc1ccc(OCc2ccc(C(=O)NCc3cccnc3)cc2)cc1C	-6	-5	8	-7	-0.8	-0.3	-12	14	9
CCOC(=O)N1CCN(Cc2nc3cc(NC(=O)c4ccco4)ccc3n2CC)CC1	-6	3	-7	0	0.4	0.2	-11	2	2
Cc1ccccc1C(=O)Nc1ccc(Br)cn1	-1	1	16	17	0.4	0.1	16	6	-1
O=C(N/N=C/c1ccc2c(c1)OCO2)c1cccs1	-4	-4	11	-6	-0.5	1.0	4	5	4
